Source: PubChem BioAssay (Broad Institute)
ERAP1 HTS inh – human ERAP1 aminopeptidase inhibitors, primary screen, biochemical, single point, plate reader. Endoplasmic reticulum aminopeptidase 1 (Homo sapiens), Q9NZ08. recombinant ERAP1, Leu-AMC fluorescence, 60 min. inhibition, % at 10.7 µM. 340,000 compounds, 0.15% hits. AID 652197, 2013;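 active = mean replicate inhibition of at least 30%, or all replicates individually reaching that 30% level; inactive = mean below 30% and not every replicate reaching it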;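 note: 0% = neutral control wells and 100% = L-leucinethiol positive control wells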
RAD54 branch – inhibitors of human RAD54 branch migration, primary screen, biochemical, fluorescence, single point | inhibition, % at 10.4 µM | 360,000 compounds, 0.14% hits | DNA repair and recombination protein RAD54-like (Homo sapiens), Q92698 | RAD54 Holliday junction branch migration, FAM/BHQ fluorescence;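 active = mean normalized replicate activity at least 40 and at least half of replicates scoring 40 or more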;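 note: 0% = median of neutral control wells and 100% = median of positive control wells; inhibitors cause a drop in the FAM fluorescence signal; in these data hits start at about 50%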
Target sequence (Q92698 whole entry, looked up): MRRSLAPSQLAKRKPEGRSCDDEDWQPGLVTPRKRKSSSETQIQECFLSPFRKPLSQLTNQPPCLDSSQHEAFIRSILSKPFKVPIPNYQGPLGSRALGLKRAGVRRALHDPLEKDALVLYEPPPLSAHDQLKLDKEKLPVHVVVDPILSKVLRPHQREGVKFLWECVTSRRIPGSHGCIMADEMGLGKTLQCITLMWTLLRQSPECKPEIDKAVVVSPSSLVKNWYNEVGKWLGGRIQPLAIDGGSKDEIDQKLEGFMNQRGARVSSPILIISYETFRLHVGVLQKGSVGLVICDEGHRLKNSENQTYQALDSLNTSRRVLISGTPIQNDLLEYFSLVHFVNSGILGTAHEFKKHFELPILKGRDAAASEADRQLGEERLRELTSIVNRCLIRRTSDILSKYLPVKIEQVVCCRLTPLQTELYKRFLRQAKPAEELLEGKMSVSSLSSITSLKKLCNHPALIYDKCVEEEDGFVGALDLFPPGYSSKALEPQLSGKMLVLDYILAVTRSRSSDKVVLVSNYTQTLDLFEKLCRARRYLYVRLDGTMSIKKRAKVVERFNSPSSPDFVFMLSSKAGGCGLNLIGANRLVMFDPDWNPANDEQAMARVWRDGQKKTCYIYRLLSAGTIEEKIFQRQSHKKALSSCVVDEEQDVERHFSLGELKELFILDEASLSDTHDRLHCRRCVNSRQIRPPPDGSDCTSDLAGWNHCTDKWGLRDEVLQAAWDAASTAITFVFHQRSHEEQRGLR
XiGFP reactiv – activators of inactive X chromosome reactivation, primary screen, imaging, XiGFP fibroblasts, GFP high-content imaging, set 2; XiGFP mouse fibroblasts, % GFP-positive cells imaging, 3 d; cells co-treated with 5-aza-dC sensitizer; scaled so ellipticine positive control = 100%; activation, % at 7.58 µM; 360,000 compounds, 0.055% hits;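 active = mean normalized replicate activation at least 10% and every replicate at or above 10%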;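 note: 0% = median of on-plate neutral control wells and 100% = ellipticine 6 µM median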
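assay system = SV40-immortalized XiGFP fibroblast cells, line 68-5-11 | buffer or medium = DMEM plus 5-aza-dC sensitizer | doses = single-point pinned compound dosing | times = 3-day compound exposure, then 15 min fixation at room temperature | benchmarks = positive control ellipticine, 6 µM final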
ERp5 block – inhibitors of ERp5-driven insulin aggregation, primary screen, biochemical, turbidity, absorbance 650 nm, single point. Protein disulfide-isomerase A6 (Homo sapiens), Q15084. 90 min. inhibition, % at 9.99 µM. 350,000 compounds, 0.05% hits. AID 651711, 2012;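 active = mean replicate inhibition above about 25%, with every replicate also reaching it, limit read from the data, passing the limit was not always enough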
S100A4 MyoIIA – inhibitors of S100A4-myosin IIA peptide binding, primary screen, biochemical, fluorescence polarization, TAMRA-MyoIIA peptide; inhibition, % at 10.7 µM; Protein S100-A4 (Homo sapiens), P26447; AID 652163, 2013; 360,000 compounds, 0.14% hits;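 active = mean inhibition of at least 70% across replicates, with every replicate also reaching that level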
Target sequence (P26447 whole entry, looked up): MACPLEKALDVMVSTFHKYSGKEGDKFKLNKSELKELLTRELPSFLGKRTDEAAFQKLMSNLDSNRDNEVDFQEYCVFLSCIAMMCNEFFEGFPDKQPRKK
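Test system: S100A4 monomer protein. Medium: HEPES buffer with Ca2+, pH 7.2. Reagent: fluorescent myosin IIA peptide, 5 nM. Compound dosing: single-point compound testing. Timing: 5 min between mix addition and reading. Benchmarks: DMSO neutral and TFP positive wells.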
esBAF inh – Bmi1 luciferase reporter increase in mESCs, primary screen, esBAF inhibitor project, mouse ES cells, Bmi1 luciferase knock-in, single point; 24 h; 100% = twice the neutral-well signal; reporter increase, % at 12.5 µM; 350,000 compounds, 2% hits; AID 602393, 2012; in the data active = activation above about 40%;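 note: 0% = median of the plate's neutral control wells and 100% = double that signal; a rise in the Bmi1 reporter signal indicates esBAF inhibition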
RAD52 inh – RAD52 DNA annealing inhibitors, primary screen, biochemical, FRET, single point, set 2 | AID 651710, 2012 | DNA repair protein RAD52 homolog (Homo sapiens), P43351 | inhibition, % at 18.7 µM | 360,000 compounds, 0.46% hits | recombinant RAD52 DNA annealing, FRET fluorescence;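 active = every replicate showing at least 50% inhibition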
E-sel inducer – E-selectin induction in HUVECs, primary screen, imaging, HUVEC, immunofluorescence imaging, single point | P16581 | 260,000 compounds, 0.37% hits | normalized: neutral wells 0, TNF-alpha wells 100 | activation, % at 7.58 µM;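 active = mean E-selectin-positive cell signal at least 10% of the positive control, reached in at least 60% of replicates, without over 20% cell loss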;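 note: in these data hits start at about 27%; measured in HUVEC primary endothelial cells; signal is the percent of cells scored E-selectin positive by PE staining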
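System: HUVEC, human umbilical vein endothelial cells; quantity: 3,000 cells/well; buffer or medium: EGM-2 medium, gelatin-coated wells; dosing: single-point compound dose; detection: immunofluorescence imaging; evaluation: % PE-positive cells; benchmarks: TNF-alpha, DMSO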
* = called active by the depositor; x = no result given; & = joins results of further samples.

SMILES | ERAP1 HTS inh | RAD54 branch | XiGFP reactiv | ERp5 block | S100A4 MyoIIA | esBAF inh | RAD52 inh | E-sel inducer
COc1ccc(C(O)c2nc(-c3cc(F)cc(Cl)c3)cs2)cc1 (configuration not stated) | 3 | 11 | 0.1 | 4 | -2 | 4 | 7 | 1.5
COc1ccc(NC(=O)N(C)C[C@@H]2Oc3c(NC(=O)Nc4ccc(F)cc4)cccc3C(=O)N([C@H](C)CO)C[C@@H]2C)cc1 | 1 | -7 | -1.1 | 1 | -2 | 2 | -9 | -0.4
CC(C)(C)c1ccc(S(=O)(=O)N2CCc3nc4ccccc4c(C(=O)O)c3C2)cc1 | 0 | -13 | 0.5 | 6 | -4 | -6 | -38 | x
CCOc1cc(S(=O)(=O)N2CCN(S(=O)(=O)CC)CC2)c(OCC)cc1-n1cnnn1 | 2 | 1 | 0.2 | 8 | 1 | 1 | 4 | x
COc1ccc(N2C(=O)C(Cc3ccccc3)NC2=S)cc1 (configuration not stated) | -3 | x | 0.0 | 5 | 1 | x | -5 | x
Cc1ccc(OCc2cc(C(=O)NCc3cn4ccccc4n3)no2)cc1C | 2 | 2 | 0.0 | 1 | -12 | 14 | -36 | x
COc1cccc(-n2c(N)cc(=O)nc2SCC(=O)Nc2cc(C)on2)c1 | -1 | 7 | 0.2 | 0 | -1 | -6 | -2 | x
O=C(CN1CCN(S(=O)(=O)c2ccc(Cl)c(C(F)(F)F)c2)CC1)NC(=O)NC1CCCCC1 | 1 | -2 | -0.2 | -1 | 5 | 1 | -12 | x
CC(C)C[C@H](NC(=O)c1nc[nH]c1C(=O)NCCCCCN)C(=O)OCc1ccccc1 | -2 | 1 | 0.0 | -3 | -6 | -5 | 8 | 1.8
CCNC(=O)Nc1ccc2c(c1)C(=O)N(C)[C@@H]1CC[C@@H](CC(=O)N[C@H](C)c3ccccc3)O[C@H]1CO2 | -1 | -3 | 0.0 | -1 | -10 | -2 | 7 | 0.0
Cc1cc(NS(=O)(=O)c2ccc(NC(=O)COc3ccccc3C(C)C)cc2)no1 | 7 | -6 | 0.0 | 1 | -3 | -3 | -7 | -0.2
COc1ccccc1NC(=O)N[C@H]1CC[C@H](CCNS(=O)(=O)c2ccc(Cl)cc2)O[C@H]1CO | 0 | -7 | -0.2 | 3 | 107* | 17 | 4 | 0.2
C[C@H](NC(=O)c1nc[nH]c1C(=O)N[C@@H](C)C(=O)OCc1ccccc1)C(=O)OCc1ccccc1 | 2 | 1 | 0.0 | 3 | 2 | 5 | -2 | x
Cc1cccc(-c2ccc([C@@H]3[C@@H](CO)N4CCCCN(S(=O)(=O)c5cccc(C)c5)C[C@@H]34)cc2)c1 | 1 | -10 | 0.0 | 4 | 0 | x | -27 | -0.9
NC(=O)[C@H]1CC2(CC(c3cccc(NC(=O)[C@H]4CCC(=O)N4)c3)=NO2)CN1C(=O)c1ccccc1 (some centres not stated) | 3 | -26 | 0.0 | 1 | -2 | -4 | -2 | -0.1
O=C(c1cc([N+](=O)[O-])ccc1N1CCOCC1)N1CCOCC1 | 4 | -5 | 0.0 | 1 | -2 | 7 | -24 | 1.9
COc1ccc(NC(=O)c2ccc(-n3cnnn3)cc2)c([N+](=O)[O-])c1 | 3 | 1 | 0.0 | 7 | -4 | 1 | -21 | x
CCC(=NCCc1ccc(OC)c(OC)c1)c1ccccc1O | 1 | -4 | -0.1 | -1 | 4 | -1 | -14 | -0.1
Cc1cc2cc(CN(CCN(C)C)C(=S)NCc3ccco3)c(=O)[nH]c2cc1C | 19 | x | 0.0 | 6 | -5 | x | -46 | x
CS(=O)c1ccccc1O (configuration not stated) | 1 | -11 | 0.0 | 0 | 0 | -3 | -12 | x
O=C(Nc1ccc(F)cc1)N1CC(=O)N2[C@H](CO)[C@H](c3ccc(-c4ccc(F)cc4)cc3)[C@H]2C1 | -1 | x | 0.2 | 10 | 5 | x | 8 | 0.3
O=C(CCC(=O)N(CC(=O)NC1CCCCC1)Cc1ccccc1)Nc1nccs1 | 0 | 8 | 0.5 | 6 | -5 | 0 | -8 | 0.0
CCOC(=O)C(=CNc1nc2ccc(C(=O)OCC)cc2s1)C(=O)OCC | -2 | 2 | 0.0 | -1 | -2 | x | -6 | -0.1
CO[C@@H]1CN(C)C(=O)c2ccc(NC(=O)C3CC3)cc2OC[C@H](C)N(C(=O)c2ccccc2)C[C@@H]1C | 1 | 2 | 0.6 | 2 | 1 | 2 | 1 | -0.1
COc1cccc(OC)c1C(=O)OCC(=O)NCCNC(=O)COC(=O)c1c(OC)cccc1OC | 0 | -9 | -0.1 | 1 | 3 | 1 | 12 | -1.1

Part of the list above, with two lines to a compound:
Results follow in this order: ERAP1 HTS inh | RAD54 branch | XiGFP reactiv | ERp5 block | S100A4 MyoIIA | esBAF inh | RAD52 inh | E-sel inducer
> COc1ccc(C(O)c2nc(-c3cc(F)cc(Cl)c3)cs2)cc1 (configuration not stated)
    3 | 11 | 0.1 | 4 | -2 | 4 | 7 | 1.5
> COc1ccc(NC(=O)N(C)C[C@@H]2Oc3c(NC(=O)Nc4ccc(F)cc4)cccc3C(=O)N([C@H](C)CO)C[C@@H]2C)cc1
    1 | -7 | -1.1 | 1 | -2 | 2 | -9 | -0.4
> CC(C)(C)c1ccc(S(=O)(=O)N2CCc3nc4ccccc4c(C(=O)O)c3C2)cc1
    0 | -13 | 0.5 | 6 | -4 | -6 | -38 | x
> CCOc1cc(S(=O)(=O)N2CCN(S(=O)(=O)CC)CC2)c(OCC)cc1-n1cnnn1
    2 | 1 | 0.2 | 8 | 1 | 1 | 4 | x
> COc1ccc(N2C(=O)C(Cc3ccccc3)NC2=S)cc1 (configuration not stated)
    -3 | x | 0.0 | 5 | 1 | x | -5 | x
> Cc1ccc(OCc2cc(C(=O)NCc3cn4ccccc4n3)no2)cc1C
    2 | 2 | 0.0 | 1 | -12 | 14 | -36 | x
> COc1cccc(-n2c(N)cc(=O)nc2SCC(=O)Nc2cc(C)on2)c1
    -1 | 7 | 0.2 | 0 | -1 | -6 | -2 | x
> O=C(CN1CCN(S(=O)(=O)c2ccc(Cl)c(C(F)(F)F)c2)CC1)NC(=O)NC1CCCCC1
    1 | -2 | -0.2 | -1 | 5 | 1 | -12 | x
> CC(C)C[C@H](NC(=O)c1nc[nH]c1C(=O)NCCCCCN)C(=O)OCc1ccccc1
    -2 | 1 | 0.0 | -3 | -6 | -5 | 8 | 1.8
> CCNC(=O)Nc1ccc2c(c1)C(=O)N(C)[C@@H]1CC[C@@H](CC(=O)N[C@H](C)c3ccccc3)O[C@H]1CO2
    -1 | -3 | 0.0 | -1 | -10 | -2 | 7 | 0.0
> Cc1cc(NS(=O)(=O)c2ccc(NC(=O)COc3ccccc3C(C)C)cc2)no1
    7 | -6 | 0.0 | 1 | -3 | -3 | -7 | -0.2
> COc1ccccc1NC(=O)N[C@H]1CC[C@H](CCNS(=O)(=O)c2ccc(Cl)cc2)O[C@H]1CO
    0 | -7 | -0.2 | 3 | 107* | 17 | 4 | 0.2
> C[C@H](NC(=O)c1nc[nH]c1C(=O)N[C@@H](C)C(=O)OCc1ccccc1)C(=O)OCc1ccccc1
    2 | 1 | 0.0 | 3 | 2 | 5 | -2 | x

Following part
SMILES | ERAP1 HTS inh | RAD54 branch | XiGFP reactiv | ERp5 block | S100A4 MyoIIA | esBAF inh | RAD52 inh | E-sel inducer
CCc1nnc(NC(=O)C2CCCN(S(=O)(=O)c3ccc(OC)cc3)C2)s1 (configuration not stated) | 1 | 5 | 0.0 | 4 | 0 | -2 | -11 | x
O=c1cc(COc2ccccc2[N+](=O)[O-])nc2sccn12 | 0 | x | -0.1 | 1 | -1 | x | -11 | -0.2
O=C1c2ccccc2C(=O)N1CCOc1ccccc1Br | 5 | -6 | 0.1 | 0 | -14 | x | -15 | x
O=C(c1cn(-c2ccc(Cl)c(Cl)c2)nn1)C1CC1 | 7 | -13 | 0.1 | 1 | 3 | 10 | -12 | x
CCCn1c(N2CCN(C(=O)/C=C/C(=O)O)CC2)nc2ccccc21 | 3 | 1 | 0.0 | 4 | -4 | -2 | -9 | 1.0
CCOC(=O)c1c(CSCc2ccccc2)oc2ccc(O)c(CN(C)C)c12 | 6 | 24 | -0.2 | 6 | 0 | x | 61* | x
CC1(C(=O)NS(=O)(=O)c2cccc(Cl)c2)CCN1C(=O)Cc1ccsc1 (configuration not stated) | -8 | -1 | 0.4 | -4 | 1 | 0 | -6 | 2.4
CCCCNc1cccc2c1S(=O)(=O)N[C@@H](Cc1ccccc1)CO2 | -9 | x | -0.1 | -3 | 0 | x | -7 | 0.0
O=C(C[C@@H]1CC[C@@H]2[C@H](COC[C@@H](O)CN2Cc2cc(F)cc(F)c2)O1)Nc1nccs1 | 3 | -9 | 0.2 | 0 | 15 | 4 | 5 | 0.0
N#Cc1ccccc1CN1C(=O)NC(Cc2c[nH]c3ccccc23)C1=O (configuration not stated) | 2 | 1 | 0.0 | 3 | -3 | -5 | -10 | 1.9
CCN1C(=O)N[C@@H](c2cccc(C(F)(F)F)c2)[C@H](C(=O)OC)[C@H]1C | 1 | -8 | 0.0 | -3 | 1 | 1 | -10 | -0.2
CC(C)CC#Cc1ccc2c(c1)O[C@H](CN(C)C(=O)Cc1cccnc1)[C@H](C)CN([C@H](C)CO)S2(=O)=O | 3 | -3 | -0.3 | 1 | 7 | 2 | 0 | 0.0
COc1ccc(-c2ccc(C3[C@H]4CNC[C@@H]3N4S(=O)(=O)c3cccc(Cl)c3)cc2)cc1 (some centres not stated) | -1 | x | 0.1&0.1 | -4 | -7 | x | 34 | 0.0
COc1ccc(CCNC(=O)CSc2ccc(-c3ccccc3)nn2)cc1OC | -3 | -5 | x | -4 | -1 | 2 | -14 | x
O=C(Nc1cccc(O)c1)c1ccc(S(=O)(=O)N2CCCCCC2)cc1 | 3 | 0 | 0.0 | 14 | 1 | 22 | -8 | 0.6
O=C(NCc1ccccc1)C(c1ccc(O)cc1)N(C(=O)c1cnccn1)c1ccccc1 (configuration not stated) | 1 | -7 | 0.0 | 3 | -3 | -10 | -3 | x
N#C[C@H]1[C@@H](c2ccccc2C2=CCCCC2)[C@@H](CO)N1C(=O)NC1CCCC1 | -1 | x | 0.0 | -1 | -21 | x | 15 | 0.0
Cc1ccnc(Nc2nc(-c3ccc(O)cc3O)cs2)c1 | 1 | 5 | 0.1 | 2 | -4 | 79* | -8 | x
COc1cc(CCC(=O)OCC(=O)N2CCc3ccccc32)cc(OC)c1OC | -1 | -16 | 0.0 | -1 | 3 | -6 | -11 | -1.7
OC[C@@H]1[C@@H](c2ccc(/C=C/c3ccccc3)cc2)[C@H]2CN(Cc3ccncc3)CCCCN12 | 2 | 4 | 0.1 | 0 | -7 | 3 | 45 | -0.1
